Screens as filed in PubChem BioAssay.
Bim-Bcl-B – inhibitors of Bim-Bcl-B binding, primary screen, biochemical, multiplexed, human Bcl-2 family; bead-based flow cytometry, Bim peptide-Bcl-B binding; inhibition, % at 10 µM; 190,000 compounds, 0.073% hits; AID 951, 2007;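 also: 0% = tracer peptide without compound and 100% = reference inhibitor peptide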
Target sequence (Q9HD36 whole entry, looked up): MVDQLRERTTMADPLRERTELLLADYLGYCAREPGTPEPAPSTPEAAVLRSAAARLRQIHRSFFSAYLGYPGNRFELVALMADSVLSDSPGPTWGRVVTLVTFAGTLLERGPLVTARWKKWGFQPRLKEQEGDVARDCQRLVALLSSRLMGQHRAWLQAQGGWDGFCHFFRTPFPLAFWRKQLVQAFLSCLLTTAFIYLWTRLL
Rac1 mut GTP – GTP binding modulators of activated mutant Rac1, primary screen, biochemical, bead-based flow cytometry, multiplex, fluorescent GTP. Ras-related C3 botulinum toxin substrate 1 (Homo sapiens), P63000. percent activity (GTP binding), % at 10 µM. 190,000 compounds, 0.11% hits. GST-Rac1 activated beads; actives lie on both sides; 100% means binding = to untreated wells;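 active = GTP binding at least 20 percentage points away from the 100% baseline, in either direction, so actives lie on both sides; inconclusive = Compound likely fluorescent itself, or too few beads counted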
Bim-Bcl-2 – inhibitors of Bim-Bcl-2 binding, primary screen, biochemical, multiplexed, human Bcl-2 family | inhibition, % at 10 µM | AID 950, 2007 | Bead-based flow cytometry, Bim peptide-Bcl-2 binding | Apoptosis regulator Bcl-2 (Homo sapiens), P10415 | 190,000 compounds, 0.06% hits; in the data active = inhibition above about 40%; inconclusive = no clear call, values can overlap the other calls;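 also: 0% = no compound wells with probe peptide and 100% = reference peptide inhibitor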
Target sequence (P10415 whole entry, looked up): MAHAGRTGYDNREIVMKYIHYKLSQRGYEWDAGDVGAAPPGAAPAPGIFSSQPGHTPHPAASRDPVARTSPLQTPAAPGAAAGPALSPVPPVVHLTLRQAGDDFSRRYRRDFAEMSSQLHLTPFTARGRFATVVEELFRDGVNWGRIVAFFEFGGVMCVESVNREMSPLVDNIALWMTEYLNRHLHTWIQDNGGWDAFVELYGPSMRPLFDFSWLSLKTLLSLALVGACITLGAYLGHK
Rac1 wt GTP bind – wildtype Rac1 GTP binding modulators, primary screen, biochemical, GST-Rac1 beads, flow cytometry, multiplex | GTP binding activity (% of control), % at 10 µM | fluorescent GTP binding; actives lie on both sides; 0 = cold GTP competed, 100 = untreated | 190,000 compounds, 0.27% hits;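 active = GTP binding activity at least 20 points away from the 100% control level, either lower or higher; inconclusive = compound flagged as likely green fluorescent, judged across all proteins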
HRas wt GTP bind – modulators of GTP binding to HRas wildtype, primary screen, biochemical, bead-based flow cytometry, multiplex; GTPase HRas (Homo sapiens), P01112; GST-Ras wt beads, Bodipy-FL-GTP binding; actives lie on both sides; GTP binding activity, % at 10 µM; 190,000 compounds, 0.14% hits;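 active = GTP binding activity at least 20% away from the 100% baseline, either lowered as inhibitor or raised as activator; inconclusive = flagged as likely green fluorescent, judged across all proteins in the well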;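 also: 0% = unlabeled GTP competition control and 100% = no-compound control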
Target sequence (P01112 whole entry, looked up): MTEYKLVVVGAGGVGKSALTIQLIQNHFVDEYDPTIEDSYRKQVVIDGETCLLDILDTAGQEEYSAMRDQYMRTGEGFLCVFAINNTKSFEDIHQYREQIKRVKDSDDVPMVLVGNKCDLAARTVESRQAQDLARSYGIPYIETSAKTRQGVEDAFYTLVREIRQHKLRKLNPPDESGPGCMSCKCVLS
Bim-Bfl-1 – inhibitors of Bim binding to Bfl-1, primary screen, biochemical, multiplexed, bead-based flow cytometry; Bcl-2-related protein A1 (Homo sapiens), Q16548; Bim-Bfl-1 binding inhibition; AID 1008, 2008; inhibition, % at 10 µM; 190,000 compounds, 0.12% hits;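 also: 0% = wells without compound plus tracer and 100% = blocker peptide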
Cdc42 wt – modulators of GTP binding to wildtype Cdc42, primary screen, biochemical, multiplex bead flow cytometry, Bodipy-GTP | AID 761, 2007 | percent activity (GTP binding), % at 10 µM | 190,000 compounds, 0.2% hits | GST-Cdc42 beads; actives lie on both sides | Cell division control protein 42 homolog (Homo sapiens), P60953;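 active = percent activity GTP binding at least 20 points away from the 100% baseline, either down as inhibitor or up as activator; inconclusive = compound flagged as likely green fluorescent from well-wide comparison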;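 also: median bead fluorescence of bound Bodipy-FL-GTP at 100 nM; 0% = excess unlabeled GTP control and 100% = no compound control; below 100% means less GTP binding so inhibitor and above means activator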
Bcl-W Bim block – inhibitors of Bim binding to Bcl-W, primary screen, biochemical, multiplexed, bead-based flow cytometry. Bim peptide-Bcl-W binding. inhibition, % at 10 µM. 190,000 compounds, 0.02% hits;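 also: 0% = bound tracer without compound and 100% = peptide blocker; higher means less fluorescent Bim peptide bound to Bcl-W beads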
Target sequence (Q92843 whole entry, looked up): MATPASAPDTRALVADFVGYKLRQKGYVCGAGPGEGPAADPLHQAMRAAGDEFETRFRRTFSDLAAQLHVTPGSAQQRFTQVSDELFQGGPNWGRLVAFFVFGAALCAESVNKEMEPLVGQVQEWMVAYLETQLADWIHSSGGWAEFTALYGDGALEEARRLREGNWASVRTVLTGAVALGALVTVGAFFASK
Bim-Bcl-XL – inhibitors of Bim-Bcl-XL binding, primary screen, biochemical, multiplexed, bead flow cytometry, human Bcl-XL. Bcl-2-like protein 1 (Homo sapiens), Q07817. Bim peptide-Bcl-XL binding, fluorescence. inhibition, % at 10 µM. 190,000 compounds, 0.04% hits
Target sequence (Q07817 whole entry, looked up): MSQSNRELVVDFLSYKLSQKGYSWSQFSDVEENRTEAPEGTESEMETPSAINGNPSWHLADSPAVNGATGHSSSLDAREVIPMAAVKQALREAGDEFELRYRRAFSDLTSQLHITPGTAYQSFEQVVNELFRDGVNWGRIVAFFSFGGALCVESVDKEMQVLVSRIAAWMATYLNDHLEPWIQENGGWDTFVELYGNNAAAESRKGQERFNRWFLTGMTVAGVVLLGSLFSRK
Rab2 wt GTP – modulators of GTP binding to Rab2A wildtype, primary screen, biochemical, dog, bead-based flow cytometry, multiplex; GTP binding activity, % at 10 µM; Ras-related protein Rab-2A (Canis lupus familiaris), P61105; AID 760, 2007; GST-Rab2 wt beads, Bodipy-GTP binding; 190,000 compounds, 0.19% hits;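 active = GTP binding activity at least 20 points away from 100%, either lowered or raised; inconclusive = signal likely due to the compound's own green fluorescence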;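 also: 0% = beads with excess unlabeled GTP and 100% = no-compound control corrected for plate trend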
Rab7 wt GTP bind – modulators of GTP binding to Rab7, primary screen, biochemical, wildtype, multiplex bead flow cytometry; 190,000 compounds, 0.055% hits; GST-Rab7 beads, fluorescent GTP binding; actives lie on both sides; untreated = 100%, excess cold GTP = 0%; GTP binding activity (percent of control), % at 10 µM; AID 758, 2007;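 active = fluorescent GTP binding to Rab7 beads changed by at least 20 points from the 100% baseline, either direction, mostly lower; inconclusive = compound itself probably fluorescent, or too few beads counted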;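 also: median green fluorescence of bound Bodipy-FL-GTP per Rab7 bead population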
Numbers without * were called inactive; ? = inconclusive. Rule as the data show it, unless noted: active = inhibition above about 40%.

SMILES	Bim-Bcl-B	Rac1 mut GTP	Bim-Bcl-2	Rac1 wt GTP bind	HRas wt GTP bind	Bim-Bfl-1	Cdc42 wt	Bcl-W Bim block	Bim-Bcl-XL	Rab2 wt GTP	Rab7 wt GTP bind
Cc1ccc(C(=O)N/C(=C\c2ccc(-c3cc(Cl)ccc3Cl)o2)C(=O)NCc2cccnc2)cc1	-1	99	-4	97	103	-2	95	1	-2	94	94
C=CCSC1=N/C(=C\c2cc(OCC)c(OC(C)=O)c([N+](=O)[O-])c2)C(=O)S1	-1	88	-1	90	93	-1	89	0	-2	90	90
Cc1ccnc(NC(=O)Nc2ccc(Br)cc2Cl)c1	0	91	2	93	95	4	94	0	0	99	106
Cc1ccc(NC(=O)NCC2CCN(Cc3cc(C)ccc3Cl)CC2)c(C)c1	-7	97	-4	104	99	-11	98	-2	-6	100	102
Cc1cc(C(=O)NC(C)C2CCCO2)cs1 (stereo not given)	-9	102	-8	105	100	-18	103	-2	-8	104	98
O=C(NCCc1ccccc1)c1c(F)c(F)c(F)c(F)c1F	-7	101	-5	108	101	-10	106	-3	-6	98	99
O=C(c1oc(=O)c2ccccc2c1-c1ccccc1)N1CCC(O)CC1	-6	97	-8	102	96	-12	101	-5	-11	97	98
O=C(O)CN1CCN(Cc2ccccc2F)C1=O	2	98	1	100	101	0	97	-4	-3	98	103
COc1ccc(N=c2cc(-c3ccc(OC)cc3)oc3ccccc23)cc1	-4	102	-7	105	102	-12	103	-4	-8	100	102
Cc1ccc(C)c(NS(=O)(=O)c2ccc(OCC(=O)NCc3ccco3)cc2)c1	-12	96	-10	97	98	-11	99	-4	-12	99	99
O=c1c2ccccc2nc(SCc2ccc([N+](=O)[O-])cc2)n1-c1ccc(Cl)cc1	-9	101	-4	105	102	-4	102	-1	-4	99	99
O=C(CNCC1CCCO1)Nc1ccc([N+](=O)[O-])cc1C(=O)Nc1ccccc1F (stereo not given)	-3	97	-2	102	98	-5	98	0	-3	98	98
Cc1ccc(/C(N)=N/OC(=O)N2CCOCC2)cc1	0	102	-4	104	106	-2	106	-1	-1	107	101
CC(=O)c1sc(NC(=O)c2cc3c(C)nn(-c4ccccc4)c3s2)nc1C	0	99	0	102	99	-3	101	5	3	101	100
COc1ccc(Cl)cc1NC(=O)N(C)Cc1c(C)nn(C)c1C	0	99	-4	107	101	-6	102	3	3	102	102
COc1ccc(C(=O)/C=C/Nc2ccc(S(=O)(=O)Nc3cccc(C(C)=O)c3)cc2)cc1	0	95	4	96	98	4	95	0	-5	100	99
COc1ccccc1CN1CC(C(=O)NC2CCCCC2)CC1=O (stereo not given)	-8	100	0	100	101	-2	102	0	-1	100	99
CN(C)C(=O)c1ccc(-n2nc(C(F)(F)F)c3c2CCCC3)cc1	-1	100	-5	105	102	-1	102	0	2	102	99
CC(C)=CC(=O)Nc1c(C)cc(C)cc1Cl	-4	94	-8	98	105	-6	112	-1	-3	107	98
Cc1sc2nc3c(C(=O)N4CCN(c5ccccn5)CC4)cccn3c(=O)c2c1C	-6	99	-3	104	103	-9	100	2	-1	100	101
N#Cc1nc(COc2ccccc2)oc1N1CCC(Cc2ccccc2)CC1	-9	93	-12	93	96	-17	96	0	-9	93	95
Cc1nn(CCc2nn[nH]n2)c2nc(-c3ccc(C4CCCCC4)cc3)cc(C(F)(F)F)c12	0	78*	-4	79*	82	-7	77*	0	-2	81	84
Cc1ccc(S(=O)(=O)N2CCCC(C(=O)NCc3cccnc3)C2)cc1Cl (stereo not given)	-10	99	-8	109	102	-20	103	-4	-11	105	104
Cc1onc(-c2ccccc2Cl)c1C(=O)OCC(=O)Nc1cccc(S(=O)(=O)N2CCOCC2)c1	-1	92	0	99	97	-4	95	3	0	94	95
Cc1cccc(N2CCN(C(=O)C3CCN(c4nnc(-n5cccc5)s4)CC3)CC2C)c1 (stereo not given)	-3	95	-3	99	98	-2	99	-1	-4	98	96
O=S1(=O)CC=C(CSC(=S)NC2CCS(=O)(=O)C2)C1 (stereo not given)	-1	96	2	101	98	-8	98	1	0	95	99
O=c1cc(CO)oc(C(Nc2ccccn2)c2ccsc2)c1O (stereo not given)	-3	93	-4	99	96	-6	93	-4	-3	92	92
O=C(O)c1cccc(S(=O)(=O)Nc2ccc3c(c2)OCO3)c1	-5	98	-5	103	100	4	99	-3	-2	100	100
CCCC(CCC(=O)Nc1nccs1)C(=O)O (stereo not given)	1	95	-2	96	93	-3	97	0	-2	95	97
Cc1ccc(C)c(NC(=O)c2cc3c([nH]c4ccccc43)c(C)n2)c1	0	101	0	103	105	-2	108	-4	-2	103	100
CCOC(=O)COc1cc(Br)c(C2NC(=O)NC(C)=C2C(C)=O)cc1OCC (stereo not given)	-10	100	-10	105	101	-16	100	-2	-10	96	98
CCOc1cnc(-c2c(-c3c(F)cccc3Cl)noc2C)o1	0	96	0	101	97	-4	99	0	0	97	93
CCC1CN(C(=O)Nc2cccc(C)c2)c2cc(C)ccc2O1 (stereo not given)	-1	96	0	99	94	-7	95	-3	-2	94	92
Cc1[nH]c(=O)[nH]c(=O)c1S(=O)(=O)N1c2ccc(F)cc2CCC1C (stereo not given)	0	99	0	98	97	0	101	-1	-4	96	100
Cc1ccc(C2=NN=C(NC(=O)C(F)(F)F)SC2)cc1	-6	92	-4	98	96	-4	96	-2	0	96	104
Cc1ccc2c(SCC(=O)NCc3ccco3)nc(-c3ccc(F)cc3)nc2c1	-11	103	-7	110	102	-9	104	1	-8	101	102
COc1ccc2c(c1OC)C(=O)N1C(C(=O)O)Cc3c([nH]c4ccccc34)C21 (stereo not given)	-4	97	-4	100	99	-2	99	0	-5	100	98
COc1ccc(N(C)C(=O)Cc2c(C(=O)O)[nH]c3ccccc23)c(OC)c1	-3	92	0	96	96	-6	87	0	-5	92	100
COc1cc(/C=C(\NC(C)=O)C(=O)NC(C)(C)C)ccc1OC(C)=O	-3	101	0	105	100	1	102	0	-6	98	103
O=C(Cc1ccccc1[N+](=O)[O-])NC1CC1	-2	97	-7	99	97	-6	96	-3	-3	99	98
O=C(/C=C/c1ccc(Br)cc1)NC(=S)N1CCOCC1	-9	94	-7	97	95	-12	95	-4	-7	95	102
COc1ccc(NC(=O)CCC(=O)OCc2ccc(Br)cc2)cc1	-5	96	-2	103	96	-3	102	-1	-4	99	98
CC(C)=CCC/C(C)=C/CC/C(C)=N/O	0	97	2	94	96	4	98	3	0	97	98
CCc1ccccc1NC(=O)C1C(c2ccccc2)C1(Cl)Cl (stereo not given)	-6	96	-6	99	97	-16	98	-2	-3	95	96
Cc1nc(SCC(=O)NCCc2ccccc2)n[nH]1	-8	101	-8	104	103	-13	105	-4	0	103	99
O=C(Nc1ccc(Cl)c(Cl)c1)O/N=C/c1ccncc1	-12	100	-4	104	102	-7	103	-6	-3	100	101
CC(=O)Nc1ccc(S(=O)(=O)NCCN2CCOCC2)cc1	-1	100	0	102	98	0	102	1	0	98	95
CCN(C(=O)COC(=O)c1ccc(Cl)nc1)C1CCS(=O)(=O)C1 (stereo not given)	5	94	4	93	95	4	94	-4	-4	101	106
S=C(NCc1ccccc1)N1CCN(c2ccccc2)CC1	-11	97	1	100	95	-3	98	1	2	96	91
CN1C(=O)c2ccc(S(=O)(=O)c3ccc(C(=O)O)cc3)cc2C1=O	-2	98	0	97	100	0	101	-3	-2	97	97
CC(C)CC(NC(=O)c1ccccc1)C(=O)OCC(=O)Nc1ccc(S(N)(=O)=O)cc1 (stereo not given)	3	95	-1	94	95	1	95	14	4	95	97
CCN(CC)c1ccc(-n2cc3c(=O)n(C)c(=O)n(C)c3c2)cc1	-3	99	1	101	100	4	101	2	-4	100	99
Cc1ccccc1NC(=O)C1Cc2ccccc2C(=O)O1 (stereo not given)	1	100	-2	102	103	-3	102	0	0	102	102
Clc1cccc(Cl)c1CNC1CCCC1	0	99	-2	102	101	-2	103	-5	-2	101	100
COc1ccc(OC)c(NC(=O)Cn2cc(C#N)c3cc(Br)ccc32)c1	-6	97	-7	97	96	-9	97	-1	-8	97	98
COc1cc([N+](=O)[O-])ccc1NC(=S)N1CCN(c2ccccn2)CC1	-18	90	0	90	92	1	93	-1	-5	91	90
COc1ccc(-n2c(SCC(N)=O)nc3sc4c(c3c2=O)CCN(C)C4)cc1	6	96	0	100	97	-3	97	0	0	99	102
O=[N+]([O-])c1cccc(C2NCC(c3ccccc3Cl)c3c2[nH]c2ccccc32)c1 (stereo not given)	-5	?	-3	?	?	-4	?	0	-3	?	?
C=CCOc1nc2c(c(=O)n(C)c(=O)n2C)n1C	-3	98	-6	101	100	-10	101	2	9	103	101
O=C(Cn1nnc(-c2ccccc2NC(=O)c2ccccc2F)n1)NCc1ccco1	0	99	-1	103	100	-1	102	0	-2	99	101

Carrying on.
SMILES	Bim-Bcl-B	Rac1 mut GTP	Bim-Bcl-2	Rac1 wt GTP bind	HRas wt GTP bind	Bim-Bfl-1	Cdc42 wt	Bcl-W Bim block	Bim-Bcl-XL	Rab2 wt GTP	Rab7 wt GTP bind
O=C(Nc1nnc(C2CCCO2)s1)c1cccs1 (stereo not given)	-8	93	-6	97	100	-9	100	0	0	96	96
CCN(CC)c1ccc(C(=O)Nc2ccccc2)cc1[N+](=O)[O-]	0	97	-2	97	97	0	97	0	3	96	94
CCC1CC(CSc2ncn[nH]2)OC1=O (stereo not given)	0	101	0	100	100	-1	100	0	0	101	99
COc1ccc(CCN2C(=O)C3C4CCC(C4=C(C)C)C3C2=O)cc1OC (stereo not given)	-1	99	-6	105	102	0	105	-3	-7	101	100
Cc1ccc2nc(N3CCCCC3)c(C=O)c(=O)n2c1	0	96	-4	95	95	-2	98	-1	-1	96	93

A draw from above in order of SMILES length, ascending.
SMILES	Bim-Bcl-B	Rac1 mut GTP	Bim-Bcl-2	Rac1 wt GTP bind	HRas wt GTP bind	Bim-Bfl-1	Cdc42 wt	Bcl-W Bim block	Bim-Bcl-XL	Rab2 wt GTP	Rab7 wt GTP bind
CCCC(CCC(=O)Nc1nccs1)C(=O)O (stereo not given)	1	95	-2	96	93	-3	97	0	-2	95	97
COc1ccc(NC(=O)CCC(=O)OCc2ccc(Br)cc2)cc1	-5	96	-2	103	96	-3	102	-1	-4	99	98
O=C(O)c1cccc(S(=O)(=O)Nc2ccc3c(c2)OCO3)c1	-5	98	-5	103	100	4	99	-3	-2	100	100

Compounds were not picked by outcome; any-hit rate near 0.62%.
